Compound activity as filed in PubChem BioAssay.
VIM-2 inhibitor: inhibitors of Pseudomonas aeruginosa VIM-2 metallo-beta-lactamase. purified VIM-2, nitrocefin hydrolysis, epi-absorbance fluorescence. inhibition, % at 5.6 µM. hit rate 0.89% among 290,000. AID 1527;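 active = inhibition above the mean of all tested compounds plus 3 SD, cutoff set per screening run, cut at about 7.5% in these data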;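 note: red hydrolysis product quenches plate fluorescence so inhibitors raise well fluorescence; 0% = enzyme with DMSO and 100% = DMSO without enzyme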
p-CIP stab down: lowers stability of the mouse p/CIP coactivator protein; Q05BA5; F442A p/CIP-EGFP cells, EGFP fluorescence, 16 h; decrease of EGFP signal, % at 10 µM; hit rate 0.01% among 290,000; AID 1984;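 active = EGFP signal decrease of at least 30% at 10 µM or well 3 SD below plate mean, unless failing retest; inactive = the rest, including hits failing retest or dose response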; note: some compounds called inactive have numbers as strong as hits; many of its hits are not listed in these tables
IMP-1 inhibitor: inhibitors of Pseudomonas aeruginosa IMP-1 metallo-beta-lactamase; hit rate 0.45% among 290,000; inhibition, % at 5.6 µM; purified IMP-1, nitrocefin hydrolysis, epi-absorbance fluorescence;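 active = inhibition above the mean plus 3 SD of all compounds in the same screening run, cut at about 4.5% in these data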;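 note: 0% = IMP-1 with DMSO and 100% = DMSO wells lacking enzyme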
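System: Purified IMP-1 | Read-out basis: Percent enzyme inhibition | Controls: IMP-1 with DMSO as 0%, enzyme-free DMSO as 100% | Replicates: One well per compound | Doses: 5.6 µM nominal single concentration | Detection: Epi-absorbance fluorescence, 480 nm excitation, 530 nm emission | Incubation: 25 °C, 15 min preincubation, 25 min reaction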
UBC9 SUMO inh: blocks human SUMOylation mediated by UBC9; P63279; HTRF SUMOylation assay, SAE1/SAE2 + UBC9, in vitro; inhibition, % at 35 µM; hit rate 0.36% among 290,000; in the data active = inhibition above about 50%, passing the limit was not always enough; inconclusive = no clear call, values can overlap the other calls; note: strong numbers were not always called active
Target sequence (P63279 whole entry, looked up): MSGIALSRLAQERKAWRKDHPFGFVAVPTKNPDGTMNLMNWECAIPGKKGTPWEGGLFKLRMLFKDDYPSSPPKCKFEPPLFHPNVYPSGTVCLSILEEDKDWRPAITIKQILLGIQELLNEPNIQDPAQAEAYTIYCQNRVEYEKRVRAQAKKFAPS
DNA FID counter: counter-screen for HCV NS3 helicase inhibitors: DNA intercalator displacement; DNA fluorescent intercalator displacement, fluorescence; inhibition, % at 7.9 µM; hit rate 0.17% among 290,000; AID 1845; in the data active = inhibition above about 37%;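 note: 0% = vehicle and 100% = reference compound; higher means more ethidium bromide displaced from hairpin DNA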
NS3 helicase inh: blocks Hepatitis C virus NS3 helicase unwinding; NS3 helicase DNA unwinding, Cy5 molecular beacon fluorescence; inhibition, % at 10.9 µM; hit rate 0.56% among 290,000; AID 1800;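 active = inhibition above the mean of all tested compounds plus 3 SD, set per campaign, cut at about 35% in these data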;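 note: 0% = DMSO wells and 100% = thioflavine S control wells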
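Material: hepatitis C virus NS3 helicase domain fragment enzyme; measured by: Cy5 fluorescence, 0 and 60 min reads; control set: DMSO and thioflavine S; incubation: 60 min unwinding reaction at 25 °C after ATP addition; read-out basis: % inhibition from 60/0 min fluorescence ratio, DMSO 0%, thioflavine S 100%; repeats: singlicate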
MEKK3 PB1 HTS: raises or lowers MEK5 binding to the human MEKK3 PB1 domain; bead-based flow cytometry, Alexa488-MEK5 binding to MEKK3; actives lie on both sides; 0 = blocked by unlabeled MEK5, 100 = vehicle; binding response (% of control), % at 10 µM; hit rate 1.4% among 290,000; AID 1529;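 active = binding response more than 3 SD above or below the average of its plate-row segment, actives on both sides; inconclusive = wells at one plate position flagged as instrument error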;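 note: Alexa488 bead fluorescence after subtracting the streptavidin-only scavenger bead signal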
IDE cell activ: IDE (human) activation, cell-based; activation, % at 5.96 µM; P14735; HEK cells, FAbeta-B cleavage, fluorescence polarization; 0% vehicle, 100% cell-free pure enzyme wells; hit rate 0.073% among 340,000;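 active = activation above the mean of all tested compounds plus 3 SD, set per screening campaign, cut at about 17% in these data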
PHOSPHO1 inh: inhibitors of human PHOSPHO1 phosphatase | inhibition, % at 13.3 µM | recombinant PHOSPHO1, absorbance phosphatase assay | hit rate 1.1% among 290,000 | AID 1565 | Q8TCT1; in the data active = inhibition above about 60%
Target sequence (Q8TCT1 whole entry, looked up): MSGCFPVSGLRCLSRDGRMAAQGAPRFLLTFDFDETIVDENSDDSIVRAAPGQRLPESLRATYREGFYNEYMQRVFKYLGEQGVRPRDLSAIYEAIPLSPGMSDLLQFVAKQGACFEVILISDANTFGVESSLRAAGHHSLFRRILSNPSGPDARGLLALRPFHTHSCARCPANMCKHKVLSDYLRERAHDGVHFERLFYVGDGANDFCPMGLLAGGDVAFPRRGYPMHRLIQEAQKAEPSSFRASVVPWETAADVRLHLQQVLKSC
Active calls of the source: *; ? = inconclusive; . = no result given; [ ] = remark or other dose.

SMILES	VIM-2 inhibitor	p-CIP stab down	IMP-1 inhibitor	UBC9 SUMO inh	DNA FID counter	NS3 helicase inh	MEKK3 PB1 HTS	IDE cell activ	PHOSPHO1 inh
O=C(Nc1cccc(-c2nn[nH]n2)c1)c1ccc(Cl)s1	-1.4	-13	-3.0	8	-18	-4	98	-1	26
COCCNC(=O)CN(C(=O)Cn1nnc2ccccc21)c1ccc(C)c(F)c1	-0.7	-11	-4.8	11	-13	2	106	-5	1
CCC1(C(=O)OC)NC(c2cccc(F)c2)C2C(=O)N(C)C(=O)C21 (stereo not given)	-1.8	.	-1.2	.	-9	21	108	3	.
CCCn1nnc(NC(=O)c2sc3ccccc3c2Cl)n1	0.5	-12	-3.5	-10	-13	-8	74*[inhibitor]	-2	-31
CCOC(=O)c1c(C)oc2c1c(C=NC1CCS(=O)(=O)C1)c(O)c1ccccc12 (stereo not given)	0.8	-16	-0.1	46	-1	2	.	0	-135
Cc1ccc(C(=O)Nc2ccc(N3CCOCC3)c3nonc23)cc1[N+](=O)[O-]	1.2	8	-1.9	9	-7	3	101	1	20
O=C(C1CCN(c2ccc(N3CCOCC3)nn2)CC1)N1CCN(c2ccc(F)cc2)CC1	-1.6	-2	-3.2	12	-24	-11	101	-1	26
O=C(Nc1c2c(nn1-c1ccc([N+](=O)[O-])cc1)CS(=O)(=O)C2)c1ccccc1F	-0.1	4	-3.0	19	0	6	99	6	32
CCOc1cc(/C=N/NC(=O)CCCC(=O)NC2CCCCC2)ccc1O	-0.1	-21	-0.9	1	-8	7	101	5	17
Cc1ccc(S(=O)(=O)N2CCN=C2SCc2ccccc2)cc1	0.3	2	-1.8	8	-19	-8	105	2	16
CC/C(=N\NC(=O)c1nnn(-c2nonc2N)c1-c1cccs1)c1ccccc1	0.2	-8	-1.7	6	-9	-3	101	-3	16
COc1cccc(-c2nnn(CC(=O)Nc3cc(OC)c(NC(=O)c4ccco4)cc3OC)n2)c1	-3.2	-6	-3.4	27	-1	-4	101	5	1
COc1cccc(/C(C)=N/NC(=O)Cc2c(C)[nH][nH]c2=O)c1	-3.3	1	-2.0	8	-4	11	100	0	-4
COc1ccc(C(=O)N/N=C/c2ccccc2C(=O)O)cc1OC	-3.6	2	-2.3	-5	-3	0	107	-3	33
Cc1ccc(NC2SC(=O)N(Cc3cccc(C(=O)O)c3)C2=O)c(C)c1 (stereo not given)	-2.0	0	-3.4	13	-39	1	99	1	16
Cc1cccc(NC(=O)CCCCCN2C(=O)c3ccccc3C2=O)n1	-2.8	-19	-3.2	10	-11	-4	104	10	-34
Cc1cc(N2C(=O)CCC2=O)n(-c2ccccc2)n1	-4.3	-8	-3.2	2	-2	2	102	2	42
COC(=O)c1ccc(NC(=O)C2C3C=CC(O3)C2C(=O)O)cc1 (stereo not given)	0.2	5	-1.0	1	2	-21	103	0	14
CC[C@@]12C(=O)N(c3cccc(Br)c3)C(=O)N1[C@H](c1ccc(Cl)cc1)[C@@H]1C(=O)N(C3CCCCC3)C(=O)[C@@H]12	-1.2	-4	-2.2	3	-28	-60	105	-5	-13
Cc1cc(NC(=O)c2ccccc2)n(-c2ccccc2)n1	-0.9	8	-1.8	-1	1	4	91	4	34
Nc1nc(NC(=O)c2cccs2)nn1-c1ccccc1	-1.9	10	-3.6	-2	-5	4	102	5	25
COc1ccc(C2c3c(-c4ccccc4)n[nH]c3C(=O)N2c2ccc(C(=O)O)cc2)cc1 (stereo not given)	-0.8	-11	-5.1	2	-37	12	127	6	28
COc1cc(CNS(=O)(=O)c2ccc3c(c2)CC(C)N3C(=O)C2CCC2)cc(OC)c1OC (stereo not given)	-1.9	-15	-3.9	5	-46	4	98	1	14
CN(C)S(=O)(=O)N1CCN(S(=O)(=O)c2ccccc2)CC1	1.0	9	-1.5	-15	4	-11	102	5	-16
CCCC(O)(CCN1CCOCC1)c1ccc(Cl)cc1 (stereo not given)	-2.5	-10	-3.5	5	3	4	111	0	30
Next section.
SMILES	VIM-2 inhibitor	p-CIP stab down	IMP-1 inhibitor	UBC9 SUMO inh	DNA FID counter	NS3 helicase inh	MEKK3 PB1 HTS	IDE cell activ	PHOSPHO1 inh
Cc1[nH]c2ccc(C(=O)NCCN3CCCCCC3)cc2c1C	0.3	6	-2.6	3	-1	-63	102	-1	8
Cc1cc(C)nc(NS(=O)(=O)c2ccc(N3C(=O)c4ccccc4C3=O)cc2)n1	-2.6	-2	-5.6	1	0	6	121	-1	-40
O=C(c1ccc(Cl)cc1)c1c[nH]c(C(=O)NNc2cccc(Cl)n2)c1	-2.7	-16	-3.2	19	-7	10	104	11	37
Cc1nc(-c2ccccc2)nc2[nH]c(-c3ccccc3)cc(=O)c12	-5.2	9	-2.3	-3	-3	-9	95	4	-1
C/C(=N\NC(=O)c1cccc(S(=O)(=O)N2CCCC2)c1)c1cccs1	-7.0	8	-3.1	7	-1	2	105	2	8
O=C(N1CCN(c2ccccc2F)CC1)C1(c2cccs2)CCOCC1	-0.7	-4	1.3	10	-15	14	134*	-1	-9
O=C(COn1nnc2ccccc21)NCC1CCCCC1	-2.7	-10	-2.5	10	-9	5	106	6	-44
CCOC(=O)c1ccc(-c2ccc(/C=N/NC(=O)c3cncc(Br)c3)o2)cc1	-2.5	-20	-1.6	30	-3	9	96	.	16
O=C(CN1C(=O)C2C3C=CC(C3)C2C1=O)Nc1ccc2nccnc2c1 (stereo not given)	-3.5	-14	-3.3	24	3	11	103	5	15
CC(C)CCNc1nc2ccccc2nc1NS(=O)(=O)c1cccs1	-3.8	13	-3.4	-16	-23	1	94	1	42
O=C(OCC1OC(n2ncc(=O)[nH]c2=O)C(OC(=O)c2ccccc2)C1OC(=O)c1ccccc1)c1ccccc1 (stereo not given)	-1.6	9	-2.6	23	-42	6	103	7	34
CNC(=O)COC(=O)c1ccc(OCC(=O)Nc2ccccc2OC)c(OC)c1	-4.8	3	-4.6	13	-7	5	.	1	16
C/C(=C\c1ccccc1)C(=O)NC1CCSC1=O (stereo not given)	-0.7	4	-1.5	13	-4	3	100	-2	-79
Cn1nc(C(F)(F)F)c(/C=N/OC(=O)c2ccccc2Cl)c1SCc1ccccc1Cl	-4.8	-2	-0.4	-2	-16	-8	97	2	0
CSc1ccc(C(=O)NCC(=O)O)cc1[N+](=O)[O-]	-1.1	-11	-2.1	11	3	-8	102	3	-53
O=C(Oc1ccc(C(=S)N2CCCCC2)cc1)c1ccccc1	2.4	-11	0.5	10	-3	-17	93	.	0
O=[N+]([O-])c1ccc(Sc2n[nH]c(-c3ccccc3)n2)nc1	0.0	10	0.5	-10	11	11	105	1	84*
OCC1(CCOc2ccccc2)CCN(Cc2ccccc2OC(F)F)CC1	-3.8	-2	-1.2	10	6	-14	106	-4	39
COc1cccc(CNC(=O)CCS(=O)(=O)c2cccc3nsnc23)c1	-5.7	-4	-2.8	7	-2	2	.	0	3
CCOC(=O)C(=Cc1ccc(OCc2ccc([N+](=O)[O-])cc2)c(OC)c1)C(=O)OCC	-3.0	-10	-3.6	4	11	-6	99	10	0
CN(CCOC(=O)c1cccc(F)c1)Cc1ccccc1	-2.5	3	-4.4	8	-3	2	95	3	-14
COc1ccc(-c2cc3ccc(OCc4nn[nH]n4)cc3oc2=O)cc1	1.0	-5	-0.5	?	-32	26	99	3	-6
O=C(c1ccccc1F)N1CCN(c2ccc([N+](=O)[O-])c(NCc3cccnc3)c2)CC1	-1.2	-4	-2.4	1	-41	7	103	.	27
CCOC(=O)Cn1c(=O)oc2cc(S(=O)(=O)NCCC(C)C)ccc21	1.1	4	-3.8	-1	-7	2	103	8	-7
CCOC(=O)C1CCN(C(=O)c2cc3cc4cc(OC)ccc4nc3o2)CC1	1.4	-1	-1.2	24	-19	1	98	6	-15
CCc1cc2c(-c3ccccc3)cc(=O)oc2cc1OC(C)C(C)=O (stereo not given)	2.4	-5	0.8	4	-32	-6	106	-1	.
COc1cc2c(cc1NC(=O)C(C)Sc1cccc[n+]1[O-])oc1ccccc12 (stereo not given)	-0.9	-3	-3.6	2	-23	-2	112	1	10

The list is partial; count on the stated rates, not on these rows.
